From PubChem BioAssay
LGR2 antag: blocks bursicon-induced cAMP signaling via Drosophila LGR2; HEK293 LGR2, CRE-luciferase, bursicon-stimulated, 4 h; inhibition, % at 9.99 µM; 380,000 tested, 0.35% active; AID 720647;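 active means drop in luminescence signal, shown as inhibition above about 50% in the replicate tests, limit read from the data, passing the limit was not always enough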;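 further: agonist challenge used bursicon conditioned medium at about half maximal strength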
INS-1E GSIS act: GLuc luminescence reporter in INS-1E cells, primary screen for activators of glucose-dependent secretion of insulin; 370,000 tested, 0.61% active; INS-1E GLuc reporter insulin secretion, 2-3 h; activation, % at 16.6 µM;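 active means lowest replicate activation of at least 40%, so every replicate reaches that level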;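 further: 0% = median of neutral control wells and 100% = median of IBMX positive control wells; some compounds called inactive have numbers as strong as hits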
ARNT TACC3 PPI: disrupts binding between human ARNT and TACC3 | Q9Y6A5 | AlphaScreen His-ARNT PAS-B/GST-TACC3 binding, luminescence; TACC3 fragment carries E629A point mutation | inhibition, % at 9.99 µM | 390,000 tested, 0.66% active;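 active means mean inhibition of replicates at least 50% and at least half of replicates each reaching 50%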;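 further: 0% = complete ARNT plus TACC3 wells and 100% = ARNT alone without TACC3; many hits fall short of the cut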
* = called active by the depositor. Not all compounds are listed; count on the stated rates, not on these rows.

LGR2 antag	INS-1E GSIS act	ARNT TACC3 PPI	Compound
1	3	-16	CCN(CC)S(=O)(=O)c1ccc(C(=O)NCc2nnc(SCC(=O)OC)n2C)cc1
26	55	-5	CCOC(=O)/C(C(N)=NCCCO)=C(/O)c1ccccc1
8	-3	4	O=C(CNCc1ccco1)Nc1ccccc1-n1cccc1
1	-9	3	CCS(=O)(=O)Nc1ccc(C2=NN(C(=O)c3ccco3)C(c3ccc(C)cc3)C2)cc1 (configuration not stated)
4	-1	-3	COc1cccc(C2=NOC(C(=O)Nc3cccc(C(C)=O)c3)C2)c1 (configuration not stated)
2	6	9	Cc1ccc(S(=O)(=O)N/N=C\c2ccc(C)o2)cc1
-12	-22	18	Cc1ccc(/C=N/N2CCN(Cc3ccccc3)CC2)o1
-3	3	-3	Cc1ccc(Cn2nc(C)c(NC(=O)CSc3n[nH]c(C)c3[N+](=O)[O-])c2C)cc1
18	1	1	COc1cc(C(=O)NCCCNc2ccc([N+](=O)[O-])cc2)cc(OC)c1OC
16	2	-3	O=C(NCC(c1cccs1)N1CCOCC1)c1cccc([N+](=O)[O-])c1 (configuration not stated)
11	0	-1	CSc1cccc(NC(C)=O)c1
0	4	-8	Clc1ccc(CNCCC2=CCCCC2)cc1
-23	68*	-5	COc1ccc(CCNc2oc(-c3ccc(OC)c(OC)c3)nc2P(=O)(OC)OC)cc1OC
5	-20	-5	O=C(c1ccc(Cl)c(S(=O)(=O)Nc2ccccc2C(=O)N2CCc3ccccc3C2)c1)N1CCc2ccccc2C1
13	12	66*	S=C(NN=C(c1ccccc1)c1ccccn1)N(Cc1ccccn1)Cc1ccccn1
-2	-29	33	COc1cccc(C(=O)N2N=C(c3ccccc3)CC2(O)C(F)(F)F)c1 (configuration not stated)
15	3	1	COc1ccc(-c2oc(NC(=O)CSc3ncn[nH]3)c(C#N)c2-c2ccc(OC)cc2)cc1
-7	-4	-6	Cc1cc([N+](=O)[O-])ccc1P(=O)(O)c1ccc([N+](=O)[O-])cc1C
5	14	16	CCOC(=O)C1CCN(Cc2c(O)ccc3ccccc23)CC1
-3	2	-7	Cc1ccc2cc(C=C(C#N)C#N)c(N3CCCCC3)nc2c1
38	13	-1	O=C(CN1C(=O)/C(=C2\SC(=S)N(C3CCS(=O)(=O)C3)C2=O)c2ccccc21)Nc1ccccc1 (configuration not stated)
-8	0	-18	COP(=O)(OC)c1nc(-c2cccc3ccccc23)oc1N1CCOCC1
-16	-14	15	Nc1ccc(N2CCN(c3cccc(Cl)c3)CC2)cc1
-27	30	-3	Cc1ccc(-c2nnc(NC(=O)CCS(=O)(=O)c3ccc(F)cc3)o2)c(C)c1

Retrieved by compound from the entries so far:
LGR2 antag	INS-1E GSIS act	ARNT TACC3 PPI	Compound
-3	2	-7	Cc1ccc2cc(C=C(C#N)C#N)c(N3CCCCC3)nc2c1
5	14	16	CCOC(=O)C1CCN(Cc2c(O)ccc3ccccc23)CC1
-16	-14	15	Nc1ccc(N2CCN(c3cccc(Cl)c3)CC2)cc1
5	-20	-5	O=C(c1ccc(Cl)c(S(=O)(=O)Nc2ccccc2C(=O)N2CCc3ccccc3C2)c1)N1CCc2ccccc2C1

Following part:
LGR2 antag	INS-1E GSIS act	ARNT TACC3 PPI	Compound
5	21	-3	CC(=O)Nc1cccc(NC(=O)COc2nncc3ccccc23)c1
6	-22	-2	N#CCC(CNc1ncc(C(F)(F)F)cc1Cl)OC(=O)c1ccc(Cl)cc1Cl (configuration not stated)
-4	-46	-6	CCc1ccc(C2C(C#N)=C(N)SC(N)=C2C#N)cc1
-38	12	19	CCCOC(=O)c1c(N)sc(C(=O)OCC)c1C
-4	6	-5	c1ccc(-c2nc3nonc3c3nc4ccccc4n23)cc1
-2	-2	2	CC(C)(C)NC(=O)C1CCN(C(=O)c2ccc(Br)cc2)CC1
-1	-13	1	CCOC(=O)c1sc(NC(=O)CSc2ncccn2)c(C#N)c1C
15	46*	-3	Cc1cc(SCC(=O)NCCN2C(=O)CSC2=O)nc2c(C)cccc12
-11	-3	4	Cc1ccc(C(=O)NCC(=O)N2CCCC(C(F)(F)F)C2)s1 (configuration not stated)
2	20	-1	COc1ccc(OC)c(C2=NOC(C(=O)NCCN3CCOCC3)C2)c1 (configuration not stated)
-29	60	43	CCn1c2ccc(C)cc2c2nc3cc(C(=O)O)ccc3nc21
15	11	-4	O=C(Nc1ccccc1)N1CCC(=S)Nc2ccccc21
8	9	-6	COc1cc(C2NCCC(=O)C2(C)C)cc(OC)c1OC (configuration not stated)
-17	5	4	Cc1ccc(S(=O)(=O)CCC(=O)OCC(=O)N(C)CC(=O)Nc2ccc(F)cc2)cc1
-7	-2	8	O=C(COC(=O)c1ccccn1)NCc1ccccc1
-16	3	-2	O=C(O)/C(=C/c1cccnc1)NC(=O)c1ccccc1
-13	8	0	COc1ccc(C(=O)NC(=S)NCc2ccc(-c3nc4ccccc4o3)cc2)cc1OC
-4	-6	0	Cc1ccc(S(=O)(=O)N2CCC(C(=O)OCC(=O)N(C)Cc3ccccc3)CC2)cc1C
-4	5	-4	Cc1ccc(C2(CCNS(=O)(=O)c3ccc(C)cc3)CCOC(C(C)C)C2)cc1 (configuration not stated)
-2	53*	-6	Cc1ccc2c(Cl)c(C)c(N3CCCCC3)nc2n1
6	13	-3	CCCCOc1ccccc1C(=O)NCC(=O)O
9	35	82*	O=C(O)C1Cc2[nH]cnc2C(c2ccccc2O)N1 (configuration not stated)
-6	-10	6	O=C(NCC1OCCc2ccccc21)c1ccc(NC(=O)c2ccccc2Cl)cc1 (configuration not stated)
-5	8	-2	CCN(CC(=O)Nc1ccccc1OC)C(=O)CN1C(=O)NC2(CCCC2)C1=O

Taken from above:
Entry of `O=C(COC(=O)c1ccccn1)NCc1ccccc1` under ARNT TACC3 PPI: 8
Entry of `CCN(CC(=O)Nc1ccccc1OC)C(=O)CN1C(=O)NC2(CCCC2)C1=O` under ARNT TACC3 PPI: -2
Entry of `CCCCOc1ccccc1C(=O)NCC(=O)O` under LGR2 antag: 6
Entry of `Cc1ccc(C2(CCNS(=O)(=O)c3ccc(C)cc3)CCOC(C(C)C)C2)cc1` (configuration not stated) under ARNT TACC3 PPI: -4
Entry of `COc1cc(C2NCCC(=O)C2(C)C)cc(OC)c1OC` (configuration not stated) under INS-1E GSIS act: 9
Entry of `O=C(NCC1OCCc2ccccc21)c1ccc(NC(=O)c2ccccc2Cl)cc1` (configuration not stated) under LGR2 antag: -6
Entry of `O=C(O)/C(=C/c1cccnc1)NC(=O)c1ccccc1` under INS-1E GSIS act: 3

The list goes on.
LGR2 antag	INS-1E GSIS act	ARNT TACC3 PPI	Compound
5	27	-14	COCCn1c(C(C)C)nc2sc3ccccc3c(=O)c2c1=O
3	2	38	Cc1cccc(Nc2cc(=O)[nH]c(=O)[nH]2)c1C
19	18	-5	Brc1cccc(OCCN2CCCCC2)c1
-9	4	1	O=C(NC1CC1)C1CCN(c2ccc(S(=O)(=O)N3CCOCC3)cc2Cl)CC1
7	11	-2	O=C(COc1ccc(Cl)cc1)N/N=C/CCc1ccccc1
1	-34	-2	Cc1ccc(C)c(S(=O)(=O)NCCOc2nc(NC(C)C)nc(NC(C)C)n2)c1
2	-9	-11	CCC(=O)Nc1cccc(NC(=O)c2ccccc2Br)c1
1	-21	3	Cc1ccc(C)c(S(=O)(=O)N2CCN(C(=O)c3ccc(OCc4c(C)noc4C)cc3)CC2)c1
-6	-6	11	COc1cc2cc(C(c3nnnn3Cc3ccc(F)cc3)N3CCCCCC3)c(=O)[nH]c2cc1OC (configuration not stated)
0	0	-31	O=C(CN(CCc1ccccc1)S(=O)(=O)c1ccc(Br)cc1)N/N=C/c1ccc2c(c1)OCO2
-7	15	-3	CN(C)CCCN1C(=O)C(=O)/C(=C(/O)c2ccncc2)C1c1cccnc1 (configuration not stated)
8	2	0	O=C1N/C(=N\N=C\c2cccs2)SC1Cc1ccc(Cl)cc1Cl (configuration not stated)

Reprinted from the part before: 4 compounds, followed by the next part.
LGR2 antag	INS-1E GSIS act	ARNT TACC3 PPI	Compound
-6	-6	11	COc1cc2cc(C(c3nnnn3Cc3ccc(F)cc3)N3CCCCCC3)c(=O)[nH]c2cc1OC (configuration not stated)
0	0	-31	O=C(CN(CCc1ccccc1)S(=O)(=O)c1ccc(Br)cc1)N/N=C/c1ccc2c(c1)OCO2
-7	15	-3	CN(C)CCCN1C(=O)C(=O)/C(=C(/O)c2ccncc2)C1c1cccnc1 (configuration not stated)
8	2	0	O=C1N/C(=N\N=C\c2cccs2)SC1Cc1ccc(Cl)cc1Cl (configuration not stated)
-30	-12	10	CC(C)(C)c1ccc(-c2csc(NNC3=NCCCCC3)n2)cc1
-33	-21	-2	Cc1ccc(C2Nc3ccc4ccccc4c3C3=C2C(=O)CC(C)(C)C3)o1 (configuration not stated)
5	-32	-1	CC1CCN(S(=O)(=O)c2ccc(NC(=O)CCN3C(=O)c4ccccc4C3=O)cc2)CC1
0	15	0	COc1ccc(OC)c(C(=O)CSc2nnc(-c3cccs3)o2)c1
17	-3	3	COc1ccc(NC(=O)CN(C)C(=O)CCCSc2nc3ccccc3[nH]2)cc1
102*	-63	37	COc1ccc2c(c1)c(=Cc1ccc(N(C)C)cc1)c1cc(-c3ccccc3)[n+](C)n12
0	3	1	COc1cccc(CN(c2ccccc2C(=O)O)S(=O)(=O)c2ccc(C)cc2)c1
19	13	0	Cc1c(NC(=O)C(C)OC(=O)c2ccc(NC(=O)CC#N)cc2)c(=O)n(-c2ccccc2)n1C (configuration not stated)
-2	16	-1	COc1cc(OC)cc(C(=O)NCc2n[nH]c(=S)n2-c2ccccc2)c1
-1	-8	-2	C/C(=N\O)C(=O)NCCN1CCCCC1
-3	30	6	COC(=O)C1=C(C)n2nnnc2NC1c1cc2ccccc2o1 (configuration not stated)
1	0	0	O=C(COC(=O)C1CCC1)Nc1cccc(S(=O)(=O)N2CCOCC2)c1
16	-8	-1	COc1ccc(C2c3c(oc4ccccc4c3=O)C(=O)N2CC2CCCO2)cc1 (configuration not stated)
-10	18	-2	Cc1cc(C)n2cc(CSc3nc4ccccc4[nH]3)nc2n1
-10	10	-4	CCOc1ccc(S(=O)(=O)NCCC(=O)NCCc2ccc(C(C)C)cc2)cc1
0	23	5	COCCCNC(=O)Cn1c(=O)n(CCCCCC(=O)Nc2ccccc2)c(=O)c2sccc21
5	2	-1	Cn1c(=O)n(C)c2cc(S(=O)(=O)N3CCOCC3)ccc21
2	1	-5	Cc1sc2ncnc(SC(C)C#N)c2c1C (configuration not stated)
14	-4	-2	CCn1c(Cc2c(C)[nH]c3ccccc23)nnc1SCC(N)=O
21	12	13	O=C(NC1CCCCC1)C1CCCN(c2nnnn2-c2ccccc2)C1 (configuration not stated)
-2	3	6	COc1ccc(S(=O)(=O)n2cnc3cc(C)c(C)cc32)cc1C
21	-6	-3	Cc1ccc(S(=O)(=O)N(Cc2ccc(Cl)cc2)c2ccccc2C(=O)NCc2ccco2)cc1
-30	22	-2	CN1C(=O)CSc2ccc(NC(=O)Nc3ccccn3)cc21
6	2	1	COC(=O)NNC(=S)Nc1cc(OC)ccc1OC
-27	-5	5	COc1ccc(C(=O)Cc2nnc(C)s2)cc1
-5	-30	-1	CCOC(=O)n1c(=O)oc2cc(S(=O)(=O)N3CCCCC3)ccc21
3	18	4	CCC(C)NC(=O)Cn1c(=O)n(CCCCCC(=O)Nc2ccccc2)c(=O)c2sccc21 (configuration not stated)
-7	5	-9	Cc1cc(SCC(=O)OCC(=O)N(C)c2ccccc2)nc2ccccc12
-1	-2	4	Cn1c(=O)cc(SCC(=O)NCCC2=CCCCC2)c2ccc(Cl)cc21
-4	2	-2	Cc1noc(C)c1S(=O)(=O)Nc1ccc(C(=O)N2CCCCC2)cc1
1	26	-15	CCSc1nnc(NC(=O)c2cccs2)s1
-5	12	-42	CCCCNC(=O)CCC(=O)NNc1nc2ccccc2c2nc(C)nn12
-2	10	35	O=c1cc(C(F)F)oc2c1ccc1ccccc12
5	157*	2	CC(C)OC(=O)c1nn2c(C(F)(F)F)cc(-c3ccc(Br)o3)nc2c1Br
-3	-12	0	CC(C)(C)c1ccc(OCCC(=O)OCC(=O)NC2CCS(=O)(=O)C2)cc1 (configuration not stated)
5	11	-26	CCN(CCO)Cc1csc2ccc(C(C)(C)C)cc12

Compound profiles, from the list above. Values in the order: LGR2 antag, INS-1E GSIS act, ARNT TACC3 PPI
Cc1cc(SCC(=O)OCC(=O)N(C)c2ccccc2)nc2ccccc12 as listed: -7, 5, -9
CCCCNC(=O)CCC(=O)NNc1nc2ccccc2c2nc(C)nn12 as listed: -5, 12, -42

Other records.
LGR2 antag	INS-1E GSIS act	ARNT TACC3 PPI	Compound
-1	-16	-11	COc1ccc(N2CC(C(=O)Nc3nnc(SCC(=O)c4ccccc4)s3)CC2=O)cc1 (configuration not stated)
-23	11	-4	COc1ccc(N2N=NN(C(C)C)C2=C(Cl)c2nnnn2-c2ccc(OC)cc2)cc1
-2	-11	4	COC(=O)/C(=C/c1ccc2c(c1)c1ccccc1n2C)NC(=O)c1ccccc1
2	-3	-8	CN(Cc1ccccc1)C(=O)c1cnc2n(c1=O)CCS2
